BAZ2B inh: qHTS Assay for Inhibitors of BAZ2B; Bromodomain adjacent to zinc finger domain protein 2B (Homo sapiens), Q9UIF8; AlphaScreen BAZ2B-H3K14Ac peptide displacement; Potency, µM (doses to about 114 µM), without a hit: at the top dose activity change, negative = inhibition, hits mostly inhibitors; 360,000 tested, 4.4% active; further: potency means the concentration at half of the fitted maximal effect; on the % scale 0 is the no-effect control and ±100 the full control effect; nearly all actives have a fitted effect of over 60% in size
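AlphaScreen luminescence quantifies BAZ2B engagement of H3K14Ac peptide; the protein and biotinylated peptide are both at 50 nM final, buffer PBS pH 7.4 with 0.01% Tween-20, all steps at room temperature.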
HP1b binding inh: HTS for Inhibitors of HP1-beta Chromodomain Interactions with Methylated Histone Tails. AlphaScreen HP1-beta / biotin-H3K9me3 peptide binding. Chromobox protein homolog 1 (Homo sapiens), P83916. AID 540317, 2011. 390,000 tested, 0.56% active. Potency, µM (highest dose often 114 µM), for inactives: top-dose activity change, negative = inhibition, usual class: inhibitors; further: potency means the concentration at half of the fitted maximal effect; nearly all actives have a fitted effect of over 70% in size; inactives centre near 23
Target sequence (P83916 whole entry, looked up): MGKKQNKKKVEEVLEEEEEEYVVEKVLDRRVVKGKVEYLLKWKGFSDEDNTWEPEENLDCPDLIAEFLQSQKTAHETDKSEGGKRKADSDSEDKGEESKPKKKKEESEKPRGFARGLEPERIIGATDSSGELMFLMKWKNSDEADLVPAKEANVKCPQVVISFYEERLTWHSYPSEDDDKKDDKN
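Compound inhibition of the preformed complex between 50 nM HP1-beta and 50 nM biotinylated H3K9me3 peptide was read by AlphaScreen. Buffer was PBS pH 7.4 with 0.01% Tween-20. Incubations ran 30 min at room temperature, with 10 ug/mL donor/acceptor beads.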
JMJD2A Tudor inh: qHTS Assay for Inhibitors of JMJD2A-Tudor Domain | 390,000 tested, 4.4% active | Lysine-specific demethylase 4A (Homo sapiens), O75164 | AlphaScreen JMJD2A-Tudor / H3K4me3 peptide binding | AID 504339, 2011 | Potency, µM (doses to about 114 µM), inactives show at the highest dose activity change, negative = inhibition, usual class: inhibitors; further: potency means the concentration at half of the fitted maximal effect; on the % scale 0 is the no-effect control and ±100 the full control effect; nearly all actives have a fitted effect of over 50% in size
Pol eta inh: qHTS for Inhibitors of Polymerase Eta. DNA polymerase eta (Homo sapiens), Q9Y253. recombinant Pol eta, fluorescent DNA replication assay. Potency, µM (highest dose often 114 µM), without a hit: top-dose activity change, negative = inhibition, hits mostly inhibitors. 390,000 tested, 1.2% active. AID 588591, 2011; further: potency means the concentration at half of the fitted maximal effect; on the % scale 0 is the no-effect control and ±100 the full control effect
Target sequence (Q9Y253 whole entry, looked up): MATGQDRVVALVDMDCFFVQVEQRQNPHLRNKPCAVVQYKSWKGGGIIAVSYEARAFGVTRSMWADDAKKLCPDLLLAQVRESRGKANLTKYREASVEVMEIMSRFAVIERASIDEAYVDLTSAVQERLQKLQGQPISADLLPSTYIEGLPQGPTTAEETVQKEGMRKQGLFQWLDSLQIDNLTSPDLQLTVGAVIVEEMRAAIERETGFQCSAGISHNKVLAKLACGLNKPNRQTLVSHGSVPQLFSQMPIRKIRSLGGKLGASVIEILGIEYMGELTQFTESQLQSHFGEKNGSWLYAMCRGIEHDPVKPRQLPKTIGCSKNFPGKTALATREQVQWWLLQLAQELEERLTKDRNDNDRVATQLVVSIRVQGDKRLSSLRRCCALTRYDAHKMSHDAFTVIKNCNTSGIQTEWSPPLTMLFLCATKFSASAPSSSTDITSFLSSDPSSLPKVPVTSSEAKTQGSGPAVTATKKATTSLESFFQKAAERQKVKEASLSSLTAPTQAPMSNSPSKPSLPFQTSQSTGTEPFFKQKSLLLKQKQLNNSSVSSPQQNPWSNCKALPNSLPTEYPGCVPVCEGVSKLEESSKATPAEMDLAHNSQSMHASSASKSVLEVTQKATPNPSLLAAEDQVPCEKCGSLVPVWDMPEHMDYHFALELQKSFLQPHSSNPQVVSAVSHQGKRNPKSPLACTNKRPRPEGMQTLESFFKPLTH
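Pol eta (10 nM) was preincubated with compounds for 15 min at room temperature, after which fluorescent replication substrate (50 nM final) was added to start the reaction. Fluorescence was read kinetically at 0 and 10 min.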
PI4K2A block: qHTS for small molecular inhibitors of PI4K2A; 420,000 tested, 0.13% active; purified PI4K2A, ADP-Glo luminescence, 1 h; stronger effect = lower value; Phosphatidylinositol 4-kinase type 2-alpha (Homo sapiens), Q9BTU6; AID 1346378, 2018; activity change, negative = inhibition, % at 76.9 µM; in the data active means activity change below about -50%; inconclusive means mostly about -30% to -49%;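 further: -100% = wells without enzyme as full effect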
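Compounds are screened against recombinant PI4K2A using PI as substrate and ATP, the latter dispensed at 300 microM. Reactions run one hour at ambient temperature before ADP-Glo detection; full inhibition defined by wells lacking enzyme.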
G9a inh: qHTS Assay for Inhibitors of Histone Lysine Methyltransferase G9a; G9a H3K9 monomethylation, AlphaScreen, 2 h; AID 504332, 2011; 350,000 tested, 8.8% active; Histone-lysine N-methyltransferase EHMT2 (Homo sapiens), Q96KQ7; Potency, µM (top dose mostly 102 µM), inactives show at the highest dose activity, negative = inhibition, usual class: inhibitors; further: potency means the concentration at half of the fitted maximal effect; on the % scale 0 is the no-effect control and ±100 the full control effect; nearly all actives have a fitted effect of over 75% in size
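Signal arises when biotinylated H3K9 peptide, once monomethylated, bridges streptavidin donor and antibody-captured acceptor beads. Enzyme at 20 nM was preincubated 15 min with test compounds; peptide 500 nM and SAM 20 uM then reacted for 2 h.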
GLS inh: qHTS for Inhibitors of Glutaminase (GLS). GLS enzymatic activity, qHTS titration. Potency, µM (titrated, usually from 45.5 µM), for inactives: at the top dose activity change, negative = inhibition, usual class: inhibitors. 410,000 tested, 0.21% active. AID 624170, 2012; further: potency means the concentration at half of the fitted maximal effect; on the % scale 0 is the no-effect control and ±100 the full control effect
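Read-out is an Amplex red fluorescence increase coupled through glutamate oxidase and HRP, measured before and after 30 min room-temperature incubation. hKGA is in 45 mM KH2PO4 (pH 8.2) with 0.02% Tween-20; glutamine added as 1mM solution.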
Tb PGK inh: qHTS Assay to Find Inhibitors of Phosphoglycerate Kinase. Phosphoglycerate kinase, glycosomal (Trypanosoma brucei brucei), P07378. PGK/GAPDH coupled, Kinase-Glo luminescence, 60 min. Potency, µM (titrated, usually from 57.5 µM), for the others: at the highest dose activity change, negative = inhibition, most hits filed as inhibitors. 380,000 tested, 0.043% active; further: potency means the concentration at half of the fitted maximal effect; on the % scale 0 is the no-effect control and ±100 the full control effect; nearly all actives have a fitted effect of over 60% in size
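Recombinant glycosomal PGK reaction used 1,3-bisphosphoglycerate generated in-well by GAPDH (100nM final) in 100mM TEA pH 7.6, 5mM MgCl2, 0.01% Tween-20. After 60 minutes at room temperature, ATP was read by Kinase-Glo Plus luminescence end-point.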
Pin1 inh: qHTS Assay to Find Inhibitors of Pin1. Potency, µM (doses to about 115 µM), inactives show top-dose activity, negative = inhibition, hits mostly inhibitors. Pin1 FP peptide displacement, HiFluor488, 10 min. 390,000 tested, 0.009% active; active means well fitted inhibition curve with a large enough effect in the polarisation, with a control signal flat, not every such curve was filed as active; inconclusive means small, poorly fitted or top-dose-only effect, or effect the other way, or a change in a side signal; inactive means no such curve, though single readings can be large or run the other way; the % refers to the polarisation; further: potency means the concentration at half of the fitted maximal effect; on the % scale 0 is the no-effect control and ±100 the full control effect
Target sequence (Q13526 whole entry, looked up): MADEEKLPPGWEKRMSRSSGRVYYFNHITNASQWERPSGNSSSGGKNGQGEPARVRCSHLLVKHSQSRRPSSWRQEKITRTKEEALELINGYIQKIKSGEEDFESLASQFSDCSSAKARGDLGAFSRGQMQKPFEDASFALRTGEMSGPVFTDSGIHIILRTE
Starred values were filed as active, the others as inactive; i = inactive; ? = inconclusive; nt = no result given; & = joins results of further samples; [ ] = remark or other dose. Unless noted, the call rests on the fitted dose curve; in most records, active means well fitted curve in the direction sought with a large enough effect; inconclusive means small, poorly fitted or top-dose-only effect, or another doubt; inactive means no such curve, though single readings can be large; an effect the other way counts as inactive or inconclusive. Only part of the results is shown. The share of hits here may be higher or lower than overall.

molecule | BAZ2B inh | HP1b binding inh | JMJD2A Tudor inh | Pol eta inh | PI4K2A block | G9a inh | GLS inh | Tb PGK inh | Pin1 inh
CC(C)c1ccc(NC(=O)CN2C(=O)NC3(CCCC3)C2=O)cc1 | -20% | 8% | -9% | -12% | 1 | 9% | 5% | -8% | -1%
CCN[C@H]1C[C@H](C)S(=O)(=O)c2sc(S(N)(=O)=O)cc21 | 6% | 58%[activator] | -7% | -4% | 1&-2 | -17%[59 µM] | -1% | -9% | 0%
Cc1ccc(NC(=O)COC(=O)C2CCN(c3ccc(C(F)(F)F)cn3)CC2)cc1C | -3% | 44%[activator] | 0% | ? | -3 | ? | -4% | 1% | 4%
COc1ccccc1/C=N/NC(=O)CSc1cc(C)nc2ccccc12 | -6% | 27% | -15% | -21% | -21 | nt | -6% | 6% | -2%
CCS(=O)(=O)NCCc1sc2nc(-c3ccc(OC)cc3)nn2c1C | -4% | 5% | -15% | -12% | -5 | 10%[59 µM] | 9% | -20% | 3%
CS(=O)(=O)N(CC(=O)N1CCCCCC1)c1cccc(Cl)c1Cl | 2% | 35% | -7% | -12% | 5 | nt | -9% | -1% | -9%
Cc1ccccc1NC(=O)OCc1cn(-c2ccc(Cl)cc2)nn1 | -1% | 1% | -13% | 5% | -1 | nt | 5% | -11% | -6%
CC(C)(C)c1ccccc1OCC(=O)NCCC(=O)O | -1% | 39%[activator] | 15% | -12% | 1 | -3% | -2% | -5% | 4%
CC(C)C[C@H](NC(=O)c1nc[nH]c1C(=O)NC1CCNCC1)C(=O)OC(C)(C)C | 79µM* | 21% | ? | -6% | -1 | ? | -8% | 2% | 1%
CCOc1ccc(N2CC(C(=O)Nc3ccc(S(=O)(=O)N4CCCCC4)cc3)CC2=O)cc1 (stereo not given) | 7% | 8% | -24% | -16% | 2 | 40µM* | 2% | 7% | 10%
CCOC(=O)C1CCN(C/C=C/c2ccccc2)CC1 | ? | -37% | 79µM* | -19% | 8 | 45µM* | 0% | -3% | 5%
COc1ccc(S(=O)(=O)N2CCN(CCOc3ccccc3Cl)CC2)cc1OC | -34% | 5% | -29% | -7% | 2 | 25%[2.33 µM] | 7% | -4% | ?
CN(C(=O)COc1ccc(Br)cc1Cl)C1CCCCC1 | 2% | 57%[activator] | 31% | -11% | 0 | 38%[12.7 µM] | -4% | 3% | 8%
OCC[C@@H]1C[C@H](O)[C@@H](O)[C@]2(Cc3ccccc3CO2)O1 | -4% | 34% | -13% | -6% | 2 | -43% | 0% | -7% | -4%
CCOc1ccc(N(CC(=O)NCc2ccccc2)C(=O)Cn2nnc(-c3ccc(C)o3)n2)cc1 | -5% | ? | -10% | -16% | 1 | 9% | 8% | i | 18%
O=C1c2ccccc2NC(c2ccccn2)N1c1ccccc1F (stereo not given) | -2% | 17% | -10% | 0% | 4 | -8%[59 µM] | 9% | -8% | -3%
CC(C)C(NC(=O)c1c(F)cccc1F)C(=O)NCCc1ccc(S(N)(=O)=O)cc1 (stereo not given) | 3% | 9% | -10% | -10% | 4 | 9% | 6% | 0% | -4%
CCSc1nc2sc3c(c2c(=O)n1-c1ccc(C)c(Cl)c1)CCN(C(C)=O)C3 | -9% | 12% | -16% | -13% | -1 | ? | -7% | -1% | -3%
COc1cccc(-c2nc(SCC(=O)Nc3nc(-c4ccccc4)c(C)s3)[nH]c(=O)c2C#N)c1 | ? | 8% | -31% | 79µM* | -1 | ? | -1% | -15% | nt
CCN(CC)Cc1c(O)ccc2c(=O)c(-c3ccc4c(c3)OCCO4)coc12 | -3% | 11% | -12% | -7% | -4 | 19%[59 µM] | 10% | 0% | 4%

Another view of 2 compounds above.
BAZ2B inh	HP1b binding inh	JMJD2A Tudor inh	Pol eta inh	PI4K2A block	G9a inh	GLS inh	Tb PGK inh	Pin1 inh	structure
?	-37%	79µM*	-19%	8	45µM*	0%	-3%	5%	CCOC(=O)C1CCN(C/C=C/c2ccccc2)CC1
-6%	27%	-15%	-21%	-21	nt	-6%	6%	-2%	COc1ccccc1/C=N/NC(=O)CSc1cc(C)nc2ccccc12

Continuation.
molecule | BAZ2B inh | HP1b binding inh | JMJD2A Tudor inh | Pol eta inh | PI4K2A block | G9a inh | GLS inh | Tb PGK inh | Pin1 inh
O=C(NCCCN1CCOCC1)c1ccc2c(c1)N(Cc1ccc(Cl)cc1)C(=O)c1ccccc1S2=O (stereo not given) | -18%[57.1 µM] | 80%[activator] | -3% | -12% | -4 | 3% | 1% | i | 1%
CN(C)CCNC(=O)/C=C/c1cn(-c2ccccc2)nc1-c1cc2ccccc2oc1=O | -20% | 27% | -14% | -16% | 2 | -5% | 1% | -7% | -6%
CCOc1ccc(Nc2nc(Cl)nc(NCCO)n2)cc1 | 6% | 7% | 0% | -18% | -6 | 15%[59 µM] | 5% | -4% | 1%
COc1cc2c(cc1CNC[C@H]1O[C@@H](n3cc(C)c(=O)[nH]c3=O)C[C@@H]1O)OCO2 | nt | nt | nt | -13% | 0 | nt | -6% | -8% | nt
Cn1c(=O)c2[nH]c(C3CCC3)nc2n(C)c1=O | nt | 8% | -12% | -24% | 1 | nt | 3% | i | -5%
CC12CCC(=O)C=C1CCC1C2CCC2(C)C(C(=O)CO)CC(O)C12 (stereo not given) | nt | 11% | -10% | -5% | 1 | nt | 0% | 0% | 7%
O=C(c1ccccc1NS(=O)(=O)c1cccc([N+](=O)[O-])c1)N1CCOCC1 | 0% | 9% | -10% | 1% | 0 | -5% | 2% | -5% | 2%
CCC1(CC)Cc2ccccc2C2=C(C(=O)N3CCCCC3)C(=O)C(=O)N21 | -21% | 43%[activator] | -7% | -12% | -2 | nt | 1% | -11% | 3%
CN(C)c1ccnc(C(=O)O)c1 | 22µM* | 1% | 0.71µM* | -21% | -6 | 4.5µM* | -6% | i | -12%
Cc1cc(C)cc(OCC(=O)Nc2ccc(N3CCOCC3)cc2N2CCOCC2)c1 | -9% | 8% | -24% | 0% | 0 | ? | 15% | 3% | ?
CCNc1ccc(Br)cc(C(=O)/C=C/c2c(Cl)cccc2Cl)c1=O | 25µM* | ? | 89µM* | 18µM* | -5 | 4µM* | 8% | -12% | ?
Cn1nc(C(=O)OCC(=O)c2ccc(Br)cc2)c2ccccc2c1=O | -3% | 23% | -14% | -6% | 3 | ? | 1% | i | 9%
O=C(CCC1N=C2c3ccccc3N=C(SCc3ccccc3F)N2C1=O)NCCc1ccccc1 (stereo not given) | -13% | 28% | -18% | -7% | 1 | -5%[59 µM] | 6% | 2% | -12%
O=C(CCN1C(=O)c2ccccc2C1=O)Nc1cccc(O)c1 | -10% | 12% | 5% | -17% | -8 | 5% | -10% | -4% | 5%
Oc1ccc(Oc2ccc(Oc3ccc(O)cc3)cc2)cc1 | -33% | 11% | -17% | -27% | 1 | 11%[0.501 µM] | -3% | -8% | 2%
COc1ccccc1Nc1ccncc1[N+](=O)[O-] | -14% | 5% | -24% | 5% | 3 | -7% | 0% | -8% | 0%
CCOC(=O)c1cc2n(c1C)-c1ccccc1C2=O | -4% | 8% | -11% | 1% | -2 | -9%[2.33 µM] | -14% | i | -1%
CCc1nnc(NS(=O)(=O)c2ccc(NC(=O)c3cccc(Br)c3)cc2)s1 | -22% | 32% | -18% | -13% | 1 | -39%[59 µM] | 6% | -8% | -6%
Cc1ccc(NC(=O)CC2Oc3ccccc3NC2=O)cc1C (stereo not given) | -15% | 47%[activator] | -15% | -14% | -2 | 6%[59 µM] | -4% | -3% | 10%
Oc1ccc(Cl)cc1CNCc1ccc(C(F)(F)F)cc1 | 9% | 62%[activator] | 23% | -10% | -2 | 16%[2.33 µM] | 27% | 1% | 0%

Additional compounds
molecule | BAZ2B inh | HP1b binding inh | JMJD2A Tudor inh | Pol eta inh | PI4K2A block | G9a inh | GLS inh | Tb PGK inh | Pin1 inh
COc1ccc(NC(=O)COc2nc3ccccc3nc2N2CCOCC2)c(OC)c1 | 3% | 27% | -14%[11.4 µM] | 11% | 0 | 12% | 1% | 2% | 6%
CCCOc1cccc(C(=O)Nc2cccc3ncccc23)c1 | -14% | 42%[activator] | -11% | -3% | -7 | 9% | 4% | 0% | 5%
COc1ccc(OC)c(NC(=O)CSc2nnc(CNC(=O)c3cc(OC)c(OC)c(OC)c3)o2)c1 | -10% | 52%[activator] | ? | -11% | 7 | 18%[0.501 µM] | -1% | -2% | -6%
COc1cccc(NC(=O)CSc2nc(C3CC3)nc3ccccc23)c1 | 10% | 5% | -18% | 40µM* | -15 | 8% | 3% | i | 3%
CCc1ccccc1N(CC(=O)N1CCN(c2ccccc2)CC1)S(C)(=O)=O | nt | -21% | 79µM* | -10% | 3 | -17%[59 µM] | -1% | 3% | -3%
Cc1ccc(NC(=O)CN(C)C(=O)c2ccc(C(F)(F)F)cc2)cc1 | 0% | 20% | -7% | 0% | -1 | 7%[59 µM] | 0% | 4% | 0%
Cc1noc(C)c1C(=O)Nc1cccc(S(=O)(=O)N2CCCCC2)c1 | -4% | 32% | 0% | 6% | -2 | 2%[59 µM] | -1% | 4% | -3%
COc1ccc(CN2C(=NC(=O)C3CCCO3)SC3CS(=O)(=O)CC32)cc1OC (stereo not given) | -24% | 51%[activator] | -5% | -7% | 8 | 8% | -11% | i | -7%

Assay outcomes from PubChem.
